KAT2A inh – blocks human GCN5L2 histone acetyltransferase; Q92830; actives 0.21% (n = 390,000); Potency, µM (top dose mostly 58.9 µM), for inactives: at the highest dose activity change, negative = inhibition, usual class: inhibitors; GCN5L2 HAT assay, ThioGlo1 CoA-SH fluorescence
Target sequence (Q92830 whole entry, looked up): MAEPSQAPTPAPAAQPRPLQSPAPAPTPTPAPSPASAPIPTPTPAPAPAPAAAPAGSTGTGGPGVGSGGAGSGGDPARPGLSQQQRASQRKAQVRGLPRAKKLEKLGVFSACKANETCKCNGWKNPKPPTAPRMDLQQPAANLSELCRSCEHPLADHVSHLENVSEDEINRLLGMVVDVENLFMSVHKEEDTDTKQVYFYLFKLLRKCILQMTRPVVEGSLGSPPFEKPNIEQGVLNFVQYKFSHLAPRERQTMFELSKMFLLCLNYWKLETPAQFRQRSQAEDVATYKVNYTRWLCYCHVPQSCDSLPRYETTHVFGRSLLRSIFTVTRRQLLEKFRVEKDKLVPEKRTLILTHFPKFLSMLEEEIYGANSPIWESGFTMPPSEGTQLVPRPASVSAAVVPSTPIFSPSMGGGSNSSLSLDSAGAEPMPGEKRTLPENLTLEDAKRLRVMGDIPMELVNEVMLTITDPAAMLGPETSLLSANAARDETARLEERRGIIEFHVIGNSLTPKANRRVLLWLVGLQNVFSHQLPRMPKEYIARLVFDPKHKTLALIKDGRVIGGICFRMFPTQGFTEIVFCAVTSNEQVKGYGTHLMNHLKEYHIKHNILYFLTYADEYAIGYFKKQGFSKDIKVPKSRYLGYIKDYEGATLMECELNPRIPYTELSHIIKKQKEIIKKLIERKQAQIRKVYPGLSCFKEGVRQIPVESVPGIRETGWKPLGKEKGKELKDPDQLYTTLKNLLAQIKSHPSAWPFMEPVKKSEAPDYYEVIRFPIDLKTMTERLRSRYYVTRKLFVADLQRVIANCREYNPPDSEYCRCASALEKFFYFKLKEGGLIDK
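Fluorescence readout, Ex340nm/Em540nm: ThioGlo1 (50uM final) reacts with free CoA thiol released as 20nM GCN5L2 acetylates H3(1-25) peptide (75uM) using acetyl-CoA (70uM). Compound and enzyme sat 15 min beforehand; 20 min room-temperature reaction.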
N370S GC – N370S glucocerebrosidase modulation, Gaucher chaperone candidate | N370S GC spleen homogenate, 4MU-glucoside fluorescence | Potency, µM (doses to about 59.4 µM), inactives show top-dose activity change, negative = inhibition, usual class: inhibitors | actives 0.092% (n = 330,000) | AID 2101;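 further: 0% = full enzyme activity and -100% = no enzyme basal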
FEN1 inh – blocks human flap endonuclease 1; P39748; Recombinant FEN1 flap cleavage, fluorescence, 15 min; Potency, µM (series often up to 114 µM), for inactives: at the highest dose activity change, negative = inhibition, most hits filed as inhibitors; actives 0.35% (n = 390,000); AID 588795; further: nearly all actives have a fitted effect of over 65% in size
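In this screen, 50 nM flap DNA substrate was added to 10 nM FEN1 pretreated with compound for 15 min at room temperature; cleavage was followed with reads at 0 and 15 min, and Hill fitting gave concentration–response parameters.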
Starred values were filed as active, the others as inactive; ? = inconclusive; · = not tested or not shown. The call rests on the fitted dose curve; in most records, active means well fitted curve in the direction sought with a large enough effect; inconclusive means small, poorly fitted or top-dose-only effect, or another doubt; inactive means no such curve, though single readings can be large; an effect the other way counts as inactive or inconclusive. Unless noted, on the % scale 0 is the no-effect control and ±100 the full control effect; potency means the concentration at half of the fitted maximal effect. The list is partial. The share of hits here may be higher or lower than overall.

(1) COc1cc(N)c(Cl)cc1C(=O)OCC(=O)NCC1CCCO1 (stereo not drawn)
- KAT2A inh = 1%
- N370S GC = ·
- FEN1 inh = 1%
(2) Cc1ccc(OC(=O)c2oc3ccc(F)cc3c2C)c(C)c1
- KAT2A inh = -2%
- N370S GC = 14%
- FEN1 inh = 14%
(3) CCOC(=O)N1CCc2c(sc3c2c(=O)n(CCc2ccccc2)c(=O)n3CC(=O)Nc2ccc(C)cc2)C1
- KAT2A inh = -4%
- N370S GC = ·
- FEN1 inh = -3%
(4) CCCSC(=S)NC1CCS(=O)(=O)C1 (stereo not drawn)
- KAT2A inh = 12%
- N370S GC = -5%
- FEN1 inh = ?
(5) O=C(COC(=O)c1n[nH]c2ccccc12)Nc1ccccc1
- KAT2A inh = 1%
- N370S GC = 1%
- FEN1 inh = 1%
(6) Cc1ccc(NC(=O)Nc2ccccc2OCc2cc(=O)n3ccccc3n2)c(Cl)c1
- KAT2A inh = -8%
- N370S GC = ·
- FEN1 inh = 4%
(7) O=C(O)c1ccccc1CSc1nc2ccccc2s1
- KAT2A inh = -14%
- N370S GC = 4%
- FEN1 inh = -17%
(8) O=C(c1ccc(Cl)cc1)n1cnc2ccccc21
- KAT2A inh = 1%
- N370S GC = -9%
- FEN1 inh = -3%
(9) COc1ccc(/C=C(\NC(=O)c2cccs2)C(=O)NC(C)(C)C)cc1OC
- KAT2A inh = 6%
- N370S GC = -3%
- FEN1 inh = 8%
(10) O=C(COc1ccc(F)cc1)Nc1ccc2nc(SCC(=O)N3CCCC3)sc2c1
- KAT2A inh = -4%
- N370S GC = ·
- FEN1 inh = 14%
(11) O=C(NCc1ccc(Cl)cc1)C1CCC(CNc2c(N3CCCC3)c(=O)c2=O)CC1 (stereo not drawn)
- KAT2A inh = -7%
- N370S GC = -8%
- FEN1 inh = 1%
(12) CC1CCCN(CCCNC(=O)CN2C(=O)COc3ccc(S(=O)(=O)N4CCOCC4)cc32)C1 (stereo not drawn)
- KAT2A inh = -2%
- N370S GC = -1%
- FEN1 inh = -9%
(13) COc1ccc2oc(=O)c(/C(C)=N/Nc3nc(-c4cc(C)ccc4C)cs3)cc2c1
- KAT2A inh = -4%
- N370S GC = 0%
- FEN1 inh = 4%
(14) O=C(NCCCN1CCCC1=O)[C@H](CSCc1ccccc1)N1Cc2ccccc2C1=O
- KAT2A inh = -12%
- N370S GC = 3%
- FEN1 inh = 2%

Laid out differently: results already given
Values in the order – KAT2A inh | N370S GC | FEN1 inh
[11] O=C(NCc1ccc(Cl)cc1)C1CCC(CNc2c(N3CCCC3)c(=O)c2=O)CC1 (stereo not drawn)
→ -7% | -8% | 1%
[12] CC1CCCN(CCCNC(=O)CN2C(=O)COc3ccc(S(=O)(=O)N4CCOCC4)cc32)C1 (stereo not drawn)
→ -2% | -1% | -9%
[13] COc1ccc2oc(=O)c(/C(C)=N/Nc3nc(-c4cc(C)ccc4C)cs3)cc2c1
→ -4% | 0% | 4%

An excerpt of these results, with bars between the fields:
no. | SMILES | KAT2A inh | N370S GC | FEN1 inh
10 | O=C(COc1ccc(F)cc1)Nc1ccc2nc(SCC(=O)N3CCCC3)sc2c1 | -4% | · | 14%
11 | O=C(NCc1ccc(Cl)cc1)C1CCC(CNc2c(N3CCCC3)c(=O)c2=O)CC1 (stereo not drawn) | -7% | -8% | 1%
12 | CC1CCCN(CCCNC(=O)CN2C(=O)COc3ccc(S(=O)(=O)N4CCOCC4)cc32)C1 (stereo not drawn) | -2% | -1% | -9%
13 | COc1ccc2oc(=O)c(/C(C)=N/Nc3nc(-c4cc(C)ccc4C)cs3)cc2c1 | -4% | 0% | 4%

Compound activity deposited in PubChem BioAssay by National Center for Advancing Translational Sciences (NCATS).
